High-throughput results: PubChem, National Center for Advancing Translational Sciences (NCATS)
JMJD2A Tudor inh – blocks the human JMJD2A Tudor domain | O75164 | AlphaScreen JMJD2A-Tudor / H3K4me3 peptide binding | Potency, µM (highest dose often 114 µM), for inactives: top-dose activity change, negative = inhibition, most hits filed as inhibitors | actives 4.4% (n = 390,000) | AID 504339; note: potency is the fitted concentration of half-maximal effect; % is set by controls: 0 for no effect and ±100 for the full control effect; nearly all actives have a fitted effect of over 50% in size
Pin1 inhibitor – human Pin1 inhibition. Q13526. Pin1 FP peptide displacement, HiFluor488, 10 min. Potency, µM (top dose mostly 115 µM), inactives show top-dose activity, negative = inhibition, hits mostly inhibitors. actives 0.009% (n = 390,000); active = well fitted inhibition curve with a large enough effect in the polarisation, with a control signal flat, not every such curve was filed as active; inconclusive = small, poorly fitted or top-dose-only effect, or effect the other way, or a change in a side signal; inactive = no such curve, though single readings can be large or run the other way; the % refers to the polarisation; note: potency is the fitted concentration of half-maximal effect; % is set by controls: 0 for no effect and ±100 for the full control effect
BAZ2B block – BAZ2B (human) inhibition; AlphaScreen BAZ2B-H3K14Ac peptide displacement; actives 4.4% (n = 360,000); AID 504333; Potency, µM (highest dose often 114 µM), without a hit: at the top dose activity change, negative = inhibition, most hits filed as inhibitors; note: potency is the fitted concentration of half-maximal effect; % is set by controls: 0 for no effect and ±100 for the full control effect; nearly all actives have a fitted effect of over 60% in size
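AlphaScreen luminescence quantifies BAZ2B engagement of H3K14Ac peptide; the protein and biotinylated peptide are both at 50 nM final, buffer PBS pH 7.4 with 0.01% Tween-20, all steps at room temperature.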
PGK inhibitor – T. brucei PGK inhibition; P07378; PGK/GAPDH coupled, Kinase-Glo luminescence, 60 min; Potency, µM (titrated, usually from 57.5 µM), without a hit: at the highest dose activity change, negative = inhibition, usual class: inhibitors; actives 0.043% (n = 380,000); AID 602233; note: potency is the fitted concentration of half-maximal effect; % is set by controls: 0 for no effect and ±100 for the full control effect; nearly all actives have a fitted effect of over 60% in size
Target sequence (P07378 whole entry, looked up): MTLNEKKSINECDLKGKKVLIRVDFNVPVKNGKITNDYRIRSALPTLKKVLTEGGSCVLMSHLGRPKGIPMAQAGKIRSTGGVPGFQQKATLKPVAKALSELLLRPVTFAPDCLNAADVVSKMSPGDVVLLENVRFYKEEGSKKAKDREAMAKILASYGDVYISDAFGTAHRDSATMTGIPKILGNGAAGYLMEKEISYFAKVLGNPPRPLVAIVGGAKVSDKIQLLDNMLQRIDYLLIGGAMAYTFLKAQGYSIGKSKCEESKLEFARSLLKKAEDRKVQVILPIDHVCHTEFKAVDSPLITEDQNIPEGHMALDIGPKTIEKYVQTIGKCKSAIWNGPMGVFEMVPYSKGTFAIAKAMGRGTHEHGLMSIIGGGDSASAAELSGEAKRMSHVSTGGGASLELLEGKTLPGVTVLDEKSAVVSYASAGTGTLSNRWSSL
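Recombinant glycosomal PGK reaction used 1,3-bisphosphoglycerate generated in-well by GAPDH (100nM final) in 100mM TEA pH 7.6, 5mM MgCl2, 0.01% Tween-20. After 60 minutes at room temperature, ATP was read by Kinase-Glo Plus luminescence end-point.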
G9a block – inhibitors of human histone lysine methyltransferase G9a; Q96KQ7; actives 8.8% (n = 350,000); Potency, µM (titrated, usually from 102 µM), for the others: at the top dose activity, negative = inhibition, usual class: inhibitors; G9a H3K9 monomethylation, AlphaScreen, 2 h; AID 504332; note: potency is the fitted concentration of half-maximal effect; % is set by controls: 0 for no effect and ±100 for the full control effect; nearly all actives have a fitted effect of over 75% in size
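Quantitative HTS format: methyltransferase activity on a biotin-tagged H3K9 peptide is measured by AlphaScreen, using a rabbit anti-monomethyl-H3K9 antibody with streptavidin donor and anti-IgG acceptor beads. Final levels are 20 nM enzyme, 500 nM peptide, 20 uM SAM; 2 h RT.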
PI4K2A inh – inhibitors of human PI4K2A | actives 0.13% (n = 420,000) | Q9BTU6 | activity change, negative = inhibition, % at 76.9 µM | purified PI4K2A, ADP-Glo luminescence, 1 h; stronger effect = lower value; in the data active = activity change below about -50%; inconclusive = mostly about -30% to -49%;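 note: -100% = wells without enzyme as full effect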
Target sequence (Q9BTU6 whole entry, looked up): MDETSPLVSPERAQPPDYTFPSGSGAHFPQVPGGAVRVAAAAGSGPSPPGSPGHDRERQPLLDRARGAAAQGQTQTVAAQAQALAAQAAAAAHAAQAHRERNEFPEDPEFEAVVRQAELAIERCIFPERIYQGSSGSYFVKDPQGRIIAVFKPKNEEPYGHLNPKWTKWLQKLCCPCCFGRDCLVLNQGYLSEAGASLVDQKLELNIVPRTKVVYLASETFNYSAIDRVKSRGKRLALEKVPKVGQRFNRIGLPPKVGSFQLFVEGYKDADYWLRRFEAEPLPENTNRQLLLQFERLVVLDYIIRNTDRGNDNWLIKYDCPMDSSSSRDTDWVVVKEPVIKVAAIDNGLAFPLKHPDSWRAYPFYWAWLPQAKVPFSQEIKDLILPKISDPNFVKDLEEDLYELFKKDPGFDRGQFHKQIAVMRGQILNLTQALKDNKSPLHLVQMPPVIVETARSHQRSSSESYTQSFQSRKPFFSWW
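Compounds are screened against recombinant PI4K2A using PI as substrate and ATP, the latter dispensed at 300 microM. Reactions run one hour at ambient temperature before ADP-Glo detection; full inhibition defined by wells lacking enzyme.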
POLH inh – DNA polymerase eta (human) inhibition. recombinant Pol eta, fluorescent DNA replication assay. Potency, µM (series often up to 114 µM), without a hit: at the highest dose activity change, negative = inhibition, usual class: inhibitors. actives 1.2% (n = 390,000); note: potency is the fitted concentration of half-maximal effect; % is set by controls: 0 for no effect and ±100 for the full control effect
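Pol eta at 10 nM preincubated with compounds 15 min at room temperature; reaction started with fluorescent substrate (50 nM final) and read kinetically at 0 and 10 min.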
HP1b chromo inh – inhibitors of HP1-beta chromodomain binding to methylated histone tails; AlphaScreen HP1-beta / biotin-H3K9me3 peptide binding; Potency, µM (series often up to 114 µM), for the others: top-dose activity change, negative = inhibition, hits mostly inhibitors; actives 0.56% (n = 390,000); AID 540317; note: potency is the fitted concentration of half-maximal effect; nearly all actives have a fitted effect of over 70% in size; inactives centre near 23
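HP1-beta protein (50 nM final) preincubated 30 min at room temperature with biotinylated H3(1-18)K9me3 peptide (50 nM) in PBS pH 7.4, 0.01% Tween-20, then compound added for 30 min. AlphaScreen streptavidin donor/nickel chelate acceptor beads (10 ug/mL final), 30 min dark, luminescence read.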
GLS inhibitor – glutaminase GLS (human) inhibition | O94925 | GLS enzymatic activity, qHTS titration | Potency, µM (doses to about 45.5 µM), for the others: top-dose activity change, negative = inhibition, usual class: inhibitors | actives 0.21% (n = 410,000) | AID 624170; note: potency is the fitted concentration of half-maximal effect; % is set by controls: 0 for no effect and ±100 for the full control effect
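hKGA; 45 mM KH2PO4 pH 8.2 + 0.02% Tween-20; cpd via pin tool; 1 mM Gln soln; GluOx/HRP/Amplex Red; RT 30 min; fluor. t0 & final.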
* marks the source's active call; other numbers are inactive results; i = inactive; ? = inconclusive; . = not tested or not shown; & = joins results of further samples; [ ] = dose if it differs, or a comment. Unless noted, calls come from the whole dose curve; as a rule, active = well fitted curve in the direction sought with a large enough effect; inconclusive = small, poorly fitted or top-dose-only effect, or another doubt; inactive = no such curve, though single readings can be large; an effect the other way counts as inactive or inconclusive. The list is partial, so the mix of outcomes need not match the whole.

SMILES	JMJD2A Tudor inh	Pin1 inhibitor	BAZ2B block	PGK inhibitor	G9a block	PI4K2A inh	POLH inh	HP1b chromo inh	GLS inhibitor
COc1ccc(S(=O)(=O)N2CCOCC2)cc1NC(=O)COC(=O)c1oc2ccccc2c1C	-9%	33%[activator]	1%	-7%	11%[12.7 µM]	-3	-1%	28%	-5%
O=C(O)CN1CCCCC1	-5%	-7%	?	-9%	?	1	-25%	12%	3%
Cc1cccc(-c2nnc(-c3cccc(NC(=O)Cc4cccs4)c3)o2)c1	-18%	?	-3%[57.1 µM]	1%	-1%	3	2%	6%	2%
COC(=O)COc1ccc(C(C2C(=O)CC(C)(C)CC2=O)C2C(=O)CC(C)(C)CC2=O)cc1	13%	-3%	12%	1%	32µM*	-9	-15%	52%[activator]	28%
Cc1ccc(-c2n[nH]c(=S)n2/N=C/c2ccc(C)o2)cc1	25µM*	-2%	?	2%	0.89µM*	-2	-21%	3%	-12%
C/C(=N\NC(=O)c1ccccc1-n1cccc1)c1ccccn1	.	.	.	-7%	.	-3	-17%	.	6%
Oc1ccc(Br)cc1CNc1cnc2ccccc2c1	-11%	-7%	-4%	-9%	5%	-4	-15%	34%	14%
COc1ccc(C(=O)OCC(=O)N2C(C)CCCC2C)cc1S(=O)(=O)N1CCOCC1 (stereo not drawn)	-5%	2%	.	-6%	.	-4	0%	32%	-6%
Cc1oc(-c2ccccc2F)nc1CSCC(=O)NCc1ccccc1	0%	2%	-16%	-1%	8%[59 µM]	0	-15%	50%[activator]	-3%
Cc1[nH]c2ccc(C(=O)OCC(=O)NC3(C#N)CCCCC3)cc2c1C	-12%	-1%	5%	-2%	-40%	-7	0%	13%	7%
CSCCC(NC(=O)COc1cccc2ccccc12)C(=O)O (stereo not drawn)	-6%	-8%	-4%	0%	1%[12.7 µM]	-4	5%	21%	5%
CCOc1ccccc1NC(=O)c1cc(S(=O)(=O)NC2CCCC2)ccc1F	-25%	2%	5%	-7%	4%[59 µM]	-4	-4%	12%	-1%
O=C(C1CCC(C(=O)N2CCc3ccccc32)CC1)N1CCc2ccccc21 (stereo not drawn)	-6%	2%	10%	-1%	?	-5	-8%	16%	5%
NCc1ccc2[nH]c(=O)[nH]c2c1	-3%	-3%	-14%	-6%	?	-4	-1%	31%	-18%
Cc1noc(NS(=O)(=O)c2ccc(NC(=O)COc3ccc(C#N)cc3)cc2)c1C	-7%	-1%	.	11%	.	1	2%	17%	6%
Cc1cccn2c(=O)c(/C=C(\C#N)C(N)=O)c(Oc3ccccc3)nc12	-22%	4%	?	-4%	15%[59 µM]	-1	-5%	41%[activator]	37%[activator]
CC(C)NC(=O)COc1coc(CN2CCN(c3ccccc3)CC2)cc1=O	3%	-6%	-11%	-6%	-3%	0	-3%	47%[activator]	29%
O=C(NCc1ccco1)c1cccc(S(=O)(=O)N2CCCCC2)c1	-15%	-4%	1%	-2%	?	1	?	22%	-12%
CCOc1ccc(CN2CCN(C(=O)c3ccccc3)CC2)cc1	-13%[11.4 µM]	-6%	?	-1%	?	-2	-11%	?	-1%
CC1CCN(c2nc(-c3cccnc3)nc3scc(-c4ccccc4)c23)CC1	-2%	?	10%	0%	8%	5	-10%	52%[activator]	-9%
CC(=O)C1=C(C)NC(SCC(N)=O)=C(C#N)C1c1sccc1C (stereo not drawn)	?	0%	0%	-5%	-25%[59 µM]	1	-7%	30%	9%
COc1ccc(NC(=O)C2CCN(S(=O)(=O)c3ccc(Cl)c(C(F)(F)F)c3)CC2)cn1	.	.	.	-10%	.	0	1%	.	-1%
CCn1cc(C(=O)N2CCN(c3ccccc3F)CC2)c(=O)c2cc(S(=O)(=O)N(C)C)ccc21	-15%	0%	.	i	26%[59 µM]	1	-7%	44%[activator]	-9%
CCOc1cc(/C=C2\NC(=S)N(c3c(C)n(C)n(-c4ccccc4)c3=O)C2=O)ccc1O	-21%	?	-5%	-1%	?	-7	-3%	?	-7%
O=C(CSc1nc(-c2ccco2)cc(C(F)(F)F)n1)NCCc1ccccc1	-4%	4%	11%	-1%	28%[59 µM]	-1	-4%	15%	4%
COc1ccc(S(=O)(=O)Nc2c(O)c3ccccc3oc2=O)cc1	-8%	-5%	29%	-2%	-36%[12.7 µM]	-3	9%	19%	94%[activator]
C[C@@H]1CCC[C@]2(O[C@@H](CCO)C[C@@H](O)[C@@H]2O)O1	-1%	-4%	.	0%	.	2	-17%	25%	-8%
N#Cc1ccc(OCC(=O)NCC2(N3CCCCC3)CCCCC2)cc1	-21%	-5%	3%	i	1%	-3	-6%	-6%	-7%
O=C(Nc1ccn(CCCNCc2ccccn2)c(=O)n1)OCc1ccccc1	-18%	-5%	.	6%	.	-13	-6%	34%	0%
CCOc1cccc(NC(=O)C2CCCN(S(=O)(=O)c3ccc(-n4cnnn4)cc3)C2)c1 (stereo not drawn)	-13%	24%	-3%	-8%	8%	-2	1%	20%	4%
COc1ccc(CN(C)C(C)C(=O)Nc2ccc(S(=O)(=O)N3CCCCC3)cc2)cc1F (stereo not drawn)	-23%	29%	6%	2%	13%[12.7 µM]	0	-19%	40%[activator]	11%
O=Cc1cc2ccccc2nc1SCc1ccc(Cl)c(Cl)c1	-27%[11.4 µM]	8%	8%	-10%	-18%[0.501 µM]	-2	-4%	79%[activator]	-6%
CSCC[C@H](NC(=O)[C@@H]1Cc2ccccc2CN1)C(=O)Nc1ccc2c(c1)OCO2	?	-3%	?	-3%	?	4	-6%	22%	7%
CC(C)(/C=N/O)/[N+]([O-])=C/c1ccccc1C(F)(F)F	?	2%	?	0%	?	5	-3%	21%	24%
Cc1nnc(C)n1/N=C/c1c(O)ccc2ccccc12	8.9µM*	-1%	?	.	7%[2.33 µM]	1	-3%	37%	17%
O=S(=O)(NCC1CCCO1)c1ccc2oc3ccc(S(=O)(=O)NCC4CCCO4)cc3c2c1 (stereo not drawn)	-3%	-7%	-1%	i	19%[59 µM]	-1	-1%	23%	-21%
COc1cc(C(=O)Nc2cc(-c3nc4cc(C)ccc4o3)ccc2C)cc(OC)c1OC	-4%	1%	2%	-12%	8%	3	2%	22%	0%
COc1ccc(NC(=O)C(=O)NCCN2CCN(C(=O)c3cccc(Br)c3)CC2)cc1	-7%	-3%	-9%	-2%	31%	1	-3%	18%	0%
C[C@H](CO)N1C[C@H](C)[C@@H](CN(C)S(=O)(=O)c2cn(C)cn2)Oc2ccc(NC(=O)Nc3ccc4c(c3)OCO4)cc2C1=O	-26%	-8%	.	-7%	.	-6	-3%	58%[activator]	27%
COc1ccc(OCCn2ccnc2C)cc1	1µM*	1%	56µM*	-6%	8.9µM*	1	-21%	?	-2%
COc1ccc(NC(=O)COC(=O)C2CC3C=CC2C3)cc1 (stereo not drawn)	-17%	10%	-19%	-10%	-21%	-2	-21%	28%	-5%
CC(=O)Nc1ccc(C(=O)OCC(=O)N(C)C2CCCCC2)cc1	5%	-1%	-12%	-13%	-1%	5	-17%	22%	-2%
CCSc1ccccc1C(=O)N=C1NC(=O)CC2C(=O)NCCN12 (stereo not drawn)	-6%	3%	-16%	0%	-5%	11	1%	25%	6%
CC(=O)NN=C1CCC(c2ccccc2)CC1 (stereo not drawn)	-9%	-4%	8%	-3%	-13%[59 µM]	0	-16%	29%	6%
CC1=NN(c2ccccc2)C(=O)/C1=C/c1ccc[nH]1	16µM*	4%	11µM*	7%	22µM*	3	-18%	16µM*	-1%
O=C1c2ccccc2C(=O)N1c1ccc(S(=O)(=O)N2CCN(c3ccccc3)CC2)cc1	-6%	0%	.	5%	12%[59 µM]	-12	2%	15%	0%
COc1cc(NC(=O)[C@H]2CCCN2S(=O)(=O)c2cccc3cccnc23)cc(OC)c1OC	-17%	1%	-4%	5%	-2%[2.33 µM]	-2	-13%	21%	16%
CCC1CN(C(=O)N2CCC(C(=O)NCc3ccco3)CC2)c2ccccc2O1 (stereo not drawn)	7%&0%	-5%&-9%	-14%&3%	-2%&-7%	16%	2&2	-6%&-26%	26%&38%	1%&7%
COC(=O)Nc1ccc(S(=O)(=O)N2CCC(C(=O)N3CCCC(C)C3)CC2)cc1 (stereo not drawn)	-9%	-2%	-33%	-10%	-27%	2	-10%	38%	-4%
CCC(C(=O)NC1CCC(C)CC1)n1nc(C)c2sc3ccccc3c2c1=O (stereo not drawn)	6%	-7%	0%	-4%	-27%[59 µM]	3	-11%	30%	1%
CCOC(=O)[C@H]1[C@H]2COc3ccc(C)cc3[C@@H]2N2C(=O)CN(CC3CCCO3)C(=O)[C@@]12C (stereo partly drawn)	-3%	-4%	-3%	-7%	-22%[0.501 µM]	3	-2%	54%[activator]	-10%
C/C=C\C=C/C(=O)Nc1cccc(C2=NOC3(C2)C[C@H](C(N)=O)N(C(=O)c2ccc(OC)cc2)C3)c1 (stereo partly drawn)	?	?	-22%	0%	?	-26	20µM*	?	-18%
CCN1CCN(c2nc3c(c(=O)n(C)c(=O)n3C)n2Cc2cccc3ccccc23)CC1	-5%	-3%	-5%	.	40µM*	1	-11%	18%	3%
